Compound activity (PubChem BioAssay)
TDP1 inh – qHTS Assay for Inhibitors of Tyrosyl-DNA Phosphodiesterase (TDP1); Tyrosyl-DNA phosphodiesterase 1 (Homo sapiens), Q9NUW8; recombinant TDP1, AlphaScreen DNA substrate cleavage; Potency, µM (highest dose often 130 µM), without a hit: top-dose activity change, negative = inhibition, most hits filed as inhibitors; 350,000 tested, 0.28% active; note: nearly all actives have a fitted effect of over 40% in size
Target sequence (Q9NUW8 whole entry, looked up): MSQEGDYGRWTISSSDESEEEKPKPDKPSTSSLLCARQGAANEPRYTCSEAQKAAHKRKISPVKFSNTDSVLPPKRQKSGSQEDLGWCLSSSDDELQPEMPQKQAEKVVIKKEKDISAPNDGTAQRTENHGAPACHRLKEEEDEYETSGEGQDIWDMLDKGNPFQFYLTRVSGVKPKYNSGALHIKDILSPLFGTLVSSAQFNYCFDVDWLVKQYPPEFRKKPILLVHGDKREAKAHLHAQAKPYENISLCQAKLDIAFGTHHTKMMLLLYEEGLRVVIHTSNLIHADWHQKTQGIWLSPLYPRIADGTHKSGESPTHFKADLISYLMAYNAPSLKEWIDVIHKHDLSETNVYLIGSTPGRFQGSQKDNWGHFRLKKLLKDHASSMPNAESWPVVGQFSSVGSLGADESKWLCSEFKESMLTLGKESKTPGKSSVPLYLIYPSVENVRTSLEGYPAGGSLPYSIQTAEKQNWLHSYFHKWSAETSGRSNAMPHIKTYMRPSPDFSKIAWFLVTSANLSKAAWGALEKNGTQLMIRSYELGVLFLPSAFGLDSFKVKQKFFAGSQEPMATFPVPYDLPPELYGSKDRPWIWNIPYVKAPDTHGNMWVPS
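Tdp1 1 nM final; 15 min RT w/ cpd; substrate 15 nM, 5 min; beads 10 ug/ml, 10 min; AlphaScreen read. Neg ctrl: no enzyme.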
DT40 TDP1 CPT – qHTS for Inhibitors of human tyrosyl-DNA phosphodiesterase 1 (TDP1): qHTS in cells in presence of CPT | 420,000 tested, 12% active | chicken DT40 Tdp1-/-;hTDP1 cells + 20 nM CPT, ATP luminescence, 48 h | Potency, µM (series often up to 46.2 µM), inactives show at the top dose activity change, negative = growth inhibition, usual class: inhibitors | AID 686979, 2013; note: nearly all actives have a fitted effect of over 55% in size
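Chicken DT40 Tdp1-/- cells stably complemented with human TDP1 were seeded at 400 cells/well in medium containing 20 nM camptothecin, exposed to pin-transferred compounds, and grown at 37 °C for at least 48 hr. Viability was read as ATP luminescence.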
DT40 TDP1 no CPT – qHTS for Inhibitors of human tyrosyl-DNA phosphodiesterase 1 (TDP1): qHTS in cells in absence of CPT; AID 686978, 2013; DT40 Tdp1-/- hTDP1 cells, no CPT, ATP luminescence, 48 h; Potency, µM (highest dose often 46.2 µM), for inactives: top-dose activity change, negative = growth inhibition, actives largely listed as inhibitors; 420,000 tested, 15% active; note: nearly all actives have a fitted effect of over 55% in size
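Cells were dispensed at 400 per well, compounds added by pin tool, plates incubated ≥48 hr at 37 °C, then CellTiter-Glo added for 30 min at room temperature before luminescence reading. Line: DT40 Tdp1-/- complemented with hTDP1; camptothecin omitted.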
* marks the source's active call; other numbers are inactive results; ? = inconclusive; nt = no result given; & = joins results of further samples; [ ] = remark or other dose. Calls come from the whole dose curve; as a rule, active = well fitted curve in the direction sought with a large enough effect; inconclusive = small, poorly fitted or top-dose-only effect, or another doubt; inactive = no such curve, though single readings can be large; an effect the other way counts as inactive or inconclusive. % is set by controls: 0 for no effect and ±100 for the full control effect; potency is the fitted concentration of half-maximal effect.

The line under a structure holds: DT40 TDP1 no CPT	TDP1 inh	DT40 TDP1 CPT
1. Cc1oc2c(C)c3oc(=O)c(CC(=O)N[C@@H](CCCNC(N)=O)C(=O)O)c(C)c3cc2c1C
  9%	nt	11%
2. CC1CC(C)CN(CCCNC(=O)c2ccc3c(c2)N(Cc2ccccc2)C(=O)c2ccccc2S3=O)C1 (stereo not given)
  ?	17%	?
3. C=CCc1cccc(CNc2c(C)cc(C)cc2C)c1O
  ?	5%	-6%
4. CCOc1ccc2oc(C(=O)N3CCN(Cc4ccccc4)CC3)c(C)c2c1
  ?	8%	?
5. CCc1noc(C)c1C(=O)Nc1nc(-c2ccc(Cl)cc2Cl)cs1
  18µM*	0%	18µM*
6. Cc1ccc(OCC(=O)N/N=C\c2ccco2)c(C)c1
  -9%	-6%	-7%
7. O=C(Cc1cccs1)N(Cc1cccs1)C1(C(=O)NC2CCCC2)CCCCC1
  6.5µM*	6%	8.2µM*
8. CCOC(=O)NC(=O)CSc1nnc(C2CC2)n1Cc1ccco1
  -25%	-4%	-9%
9. c1ccc(CNc2c(-c3cccc(SC4CCCCC4)c3)nc3ccccn23)cc1
  ?	0%	?
10. CSc1nc2ccc(NC(=O)c3ccccn3)cc2s1
  ?	9%	6%

More results:
The line under a structure holds: DT40 TDP1 no CPT	TDP1 inh	DT40 TDP1 CPT
11. Cc1n[nH]c(C)c1Sc1ccccc1N=Cc1cc(Cl)cc([N+](=O)[O-])c1O
  ?	2%	?
12. CCCN(C(=O)c1ccc([N+](=O)[O-])c(C)c1)c1c(N)n(Cc2ccccc2)c(=O)[nH]c1=O
  -8%	0%	1%
13. Cc1cc(Br)ccc1OCC(=O)N(Cc1nc(-c2ccccc2)no1)C(C)C
  -20%	-3%	-9%
14. O=C(CN1C(=O)S/C(=C\c2ccccc2)C1=O)NC1CCS(=O)(=O)C1 (stereo not given)
  -11%	2%	-2%
15. CC(C)C(=O)NCC1(N(C)C)CCCCC1
  -4%	3%	-9%
16. Cc1ccc(OCC(=O)Oc2cccc(C)c2)cc1
  -1%	nt	-5%
17. CN1CCN(S(=O)(=O)c2ccc(Cl)s2)CC1
  9%	-1%	3%
18. CC(=O)OC(C(=O)NC1CCCCC1)c1ccc(C#N)cc1 (stereo not given)
  -13%	3%	-21%
19. CCOC(=O)c1ccc(Nc2cc(C)nc3nc(C)nn23)cc1
  -2%	5%	2%
20. COc1cc2c(cc1NC(=O)Cc1ccc(C)cc1)oc1ccccc12
  ?	5%	?

The results go on.
The line under a structure holds: DT40 TDP1 no CPT	TDP1 inh	DT40 TDP1 CPT
21. COC(=O)c1ccc(Cn2c(=O)cc(C(F)(F)F)c3c(C)nn(C)c32)cc1
  15µM*	1%	?
22. O=C(O)c1cc2c(o1)CCC/C2=N\O
  -18%	-4%	-21%
23. COC(=O)CN(C#N)c1nc(N(C)C)nc(N(C)C)n1
  -4%	2%	-2%
24. CCOc1ccc(S(=O)(=O)N2CCCCC2)cc1NC(=O)C1CCCC1
  ?	nt	-30%
25. Cn1cccc1C(=O)OCC(=O)Nc1ccc2c(c1)CCC2
  -11%	0%	-14%
26. Fc1ccc(N2CCN(Cc3ccc4c(c3)CN(Cc3cccn3-c3cccnc3)CCO4)CC2)cc1
  21µM*	nt	?
27. CNc1ccc(/C=C/C(=O)c2ccc(C)cc2)cc1[N+](=O)[O-]
  ?	5%	?
28. COc1ccc(-c2cc(C)no2)cc1S(=O)(=O)N(C)c1cccc(C)c1
  ?	0%	-11%
29. COc1ccc(C)cc1S(=O)(=O)Nc1cccc(-c2ccc(N3CCCCCC3)nn2)c1
  ?	2%	?
30. O=C(CSc1ccc(-c2cccs2)nn1)N1CCCCC1
  -7%	0%	-12%

(continued)
The line under a structure holds: DT40 TDP1 no CPT	TDP1 inh	DT40 TDP1 CPT
31. COc1ccc(/C(O)=C2/C(=O)C(=O)N(CCCN3CCOCC3)C2c2ccc(OC)cc2)cc1 (stereo not given)
  -1%	nt	6%
32. CCOC(=O)Nc1oc2ccccc2c(=O)c1C
  -5%	4%	0%
33. Cc1ccc(S(=O)(=O)NC(Cc2ccccc2)C(=O)O)cc1C (stereo not given)
  4%	nt	1%
34. COc1cc(/C=C/C(=O)Nc2nc3ccc(S(=O)(=O)N(C)C)cc3s2)cc(OC)c1OC
  ?	3%	?
35. CCc1ccccc1NC(=O)Cc1ccc(-n2c(C)nc3cccnc32)cc1
  ?	0%	?
36. Cn1c(N)c(C(=O)CSc2nc(N)cc(N)n2)c(=O)n(C)c1=O
  10%	-3%	-2%
37. CC(=O)OCC(=O)[C@@]1(O)CC[C@H]2[C@@H]3CCC4=CC(=O)C=C[C@]4(C)[C@H]3C(=O)C[C@@]21C
  0%	nt	16%
38. COCCCNC(=O)CN1C(=O)COc2ccc(S(=O)(=O)N3CCOCC3)cc21
  20%&-4%	4%&5%	0%&-6%
39. CCOc1ccccc1C(=O)NCc1nc2cccnc2n1Cc1ccc(C)cc1
  16µM*	4%	18µM*
40. CCOc1ccc(NC(=O)C(C)SC(N)=O)cc1 (stereo not given)
  -23%	3%	-17%

Later entries
The line under a structure holds: DT40 TDP1 no CPT	TDP1 inh	DT40 TDP1 CPT
41. O=C(O)C1CCCCC1C(=O)Nc1cccc(Cl)c1Cl (stereo not given)
  -15%	-1%	18%
42. O=C(N/C(=C/c1ccccc1F)C(=O)N1CCCCC1)c1ccccc1
  5%	12%[0.0935 µM]	7%
43. Cn1cnc2ncnn2c1=S
  -6%	nt	2%
44. COc1ccc(C(NC(C)=O)c2ccc3cccnc3c2O)cc1OC (stereo not given)
  6.3µM*	nt	6.3µM*
45. CC1Cc2ccccc2N1C(=O)c1ccc2c(c1)nnn2C (stereo not given)
  -9%	-2%	-7%
46. Cc1ccc(/C=[N+](/C)[O-])cc1
  22%	3%	13%
47. CCOC(=O)Cc1ccc(Nc2nc(NCc3cccs3)nc3ccsc23)cc1
  21µM*	nt	21µM*
48. CC(C)c1ccc(CN(C)C(=O)c2ccc(S(=O)(=O)NCc3ccco3)cc2)cc1
  21µM*	2%[56.1 µM]	21µM*
49. COCCCNC(=O)Cn1cnc2c(NCc3ccccc3)ncnc21
  2%	1%[56.1 µM]	5%
50. CC(C)N(C(=O)CN1CCN(C(=O)C2COc3ccccc3O2)CC1)C(C)C (stereo not given)
  ?	0%	1%

Whole records, quoted from the list. Values in the order: DT40 TDP1 no CPT, TDP1 inh, DT40 TDP1 CPT
`COc1ccc(C(NC(C)=O)c2ccc3cccnc3c2O)cc1OC` (stereo not given) is listed with 6.3µM*, nt, 6.3µM*
`Cc1ccc(/C=[N+](/C)[O-])cc1` is listed with 22%, 3%, 13%

More results follow:
The line under a structure holds: DT40 TDP1 no CPT	TDP1 inh	DT40 TDP1 CPT
51. CCN(CC)c1ccc(NC(=O)C(Cc2ccccc2)NS(=O)(=O)c2ccc(Br)s2)c(C)c1 (stereo not given)
  ?	8%	?
52. Cc1cc(C)c2c(N)c(C(=O)NN)sc2n1
  ?	-14%	?
53. COc1ccc2oc(C(=O)OCC(=O)N3CC(C)CC(C)C3)c(C)c2c1 (stereo not given)
  ?	nt	?
54. COCCCNCCOCCOc1ccc(Cl)cc1C(C)(C)C
  10µM*	-6%	16µM*
55. Cn1c(=O)[nH]c(=O)c2c1nc(N1CCCCCC1)n2CCOc1ccccc1
  23µM*	6%	-26%
56. COc1cc(OC)cc(C(=O)n2cnnc2N)c1
  -15%	2%	2%
57. CCc1ccccc1N(C)C(=O)CCc1nc(-c2ccc(C)cc2)no1
  ?	4%	?
58. Cc1ccc(NC(=O)COC(=O)CSCC(=O)Nc2cc(C)on2)c(C)c1
  -16%	-5%	10%
59. COc1ccccc1NC(=O)CSc1nnc(CNC(=O)COc2ccc(Cl)cc2)o1
  -17%	4%	9%
60. COCCn1c(C(F)(F)F)ccc(NC(=O)c2ccccc2)c1=O
  ?	nt	-23%

(continued)
The line under a structure holds: DT40 TDP1 no CPT	TDP1 inh	DT40 TDP1 CPT
61. COc1ccccc1N1CCN(/N=C/c2cc(OC)c(O)c(OC)c2)CC1
  -14%	3%	?
62. O=C(CNC(=O)c1ccc(Br)o1)Nc1ccncc1
  -12%	nt	2%
63. COc1cccc(CNC(=O)N[C@@H](C)C(=O)O)c1
  -5%	2%	0%
64. c1ccc2cnccc2c1
  -5%	nt	0%
65. CCN1c2ccccc2-c2nc(SCC(=O)Nc3cccc(C)c3C)ncc2S1(=O)=O
  21µM*	-5%	?
66. CCN(CC)S(=O)(=O)c1ccc(NC(=O)CN(c2cccc(C)c2)S(C)(=O)=O)cc1
  ?	2%	?
67. Cc1nn(CC(=O)NCCCN2CCN(Cc3ccccc3)CC2)c(=O)c2cc(-c3ccccc3)nn12
  21µM*	3%	?
68. Cc1cc(C)c2[nH]c(=O)c(C(c3nnnn3C(C)(C)C)N(Cc3ccco3)CC3CCCO3)cc2c1 (stereo not given)
  ?	6%	?
69. Cc1cc(OCCCC(=O)NCCc2ccccn2)ccc1Cl
  ?	-6%	?
70. Cn1cccc1C(=O)N1CCC2(CCN(Cc3ccncc3)CC2)CC1
  -24%	nt	8%

Later entries:
The line under a structure holds: DT40 TDP1 no CPT	TDP1 inh	DT40 TDP1 CPT
71. CCCCCCNCC1OCc2ccccc2CO1
  -26%	0%	?
72. COc1cc2c(cc1OC)CN(C(=O)C1CCCN1S(=O)(=O)c1ccc(F)cc1)CC2 (stereo not given)
  -18%	nt	-10%
73. CCC1(c2ccccc2)NC(=O)N(CC(=O)N2CC(=O)Nc3ccccc32)C1=O (stereo not given)
  ?	0%[56.1 µM]	20%
74. CCc1ccc(NC(=O)CNCc2ccc(OC)c(OC)c2)cc1
  ?	nt	-5%
75. Cc1cnc(NC(=O)c2ccc(-c3nc4ccccc4s3)o2)s1
  ?	3%	?
76. O=C(c1ccc(CSc2ccccc2)cc1)N1CCN(c2ccccc2)CC1
  ?	3%	?
77. CCc1[nH]c(=S)c(C#N)c(-c2ccccc2)c1C(=O)OC
  -16%	3%	-18%
78. CN(CC(=O)Nc1cccc(F)c1)CC(=O)Nc1ccccc1Oc1ccccc1
  ?	nt	?
79. O=C(CCc1nc2ccccc2[nH]1)Nc1ccc(F)cc1
  1%	-2%	1%
80. O=C(O)Cc1csc(NC(=O)CSc2cccc(C(=O)O)n2)n1
  -13%	nt	-5%
81. OCC1(CCOc2ccccc2)CCN(Cc2cc(Cl)ccc2O)CC1
  -28%	nt	?

Grouped by structure: those above with two or more sulfur atoms
The line under a structure holds: DT40 TDP1 no CPT	TDP1 inh	DT40 TDP1 CPT
7. O=C(Cc1cccs1)N(Cc1cccs1)C1(C(=O)NC2CCCC2)CCCCC1
  6.5µM*	6%	8.2µM*
10. CSc1nc2ccc(NC(=O)c3ccccn3)cc2s1
  ?	9%	6%
14. O=C(CN1C(=O)S/C(=C\c2ccccc2)C1=O)NC1CCS(=O)(=O)C1 (stereo not given)
  -11%	2%	-2%
17. CN1CCN(S(=O)(=O)c2ccc(Cl)s2)CC1
  9%	-1%	3%
30. O=C(CSc1ccc(-c2cccs2)nn1)N1CCCCC1
  -7%	0%	-12%
34. COc1cc(/C=C/C(=O)Nc2nc3ccc(S(=O)(=O)N(C)C)cc3s2)cc(OC)c1OC
  ?	3%	?
47. CCOC(=O)Cc1ccc(Nc2nc(NCc3cccs3)nc3ccsc23)cc1
  21µM*	nt	21µM*
51. CCN(CC)c1ccc(NC(=O)C(Cc2ccccc2)NS(=O)(=O)c2ccc(Br)s2)c(C)c1 (stereo not given)
  ?	8%	?
65. CCN1c2ccccc2-c2nc(SCC(=O)Nc3cccc(C)c3C)ncc2S1(=O)=O
  21µM*	-5%	?
66. CCN(CC)S(=O)(=O)c1ccc(NC(=O)CN(c2cccc(C)c2)S(C)(=O)=O)cc1
  ?	2%	?
75. Cc1cnc(NC(=O)c2ccc(-c3nc4ccccc4s3)o2)s1
  ?	3%	?
80. O=C(O)Cc1csc(NC(=O)CSc2cccc(C(=O)O)n2)n1
  -13%	nt	-5%
